NS3 helicase inh: HCV NS3 helicase inhibition | NS3 helicase DNA unwinding, Cy5 molecular beacon fluorescence | actives 0.56% (n = 290,000) | inhibition, % at 10.9 µM | AID 1800;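 active = inhibition above the mean of all tested compounds plus 3 SD, set per campaign, cut at about 35% in these data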;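 note: 0% = DMSO wells and 100% = thioflavine S control wells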
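Compound dosing – single dose, 10.9 µM nominal final, DMSO 0.8% final · System – NS3 helicase fragment of HCV · Buffer or medium – MOPS pH 6.5, MgCl2, DTT, Tween20, BSA · Signal – Cy5 beacon fluorescence read at start and 1 h · Also added – annealed dual-labelled DNA beacon duplex, ATP-started · Schedule – 1 h at 25 °C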
M18AAP inhibitor: PfM18AAP enzyme inhibition; recombinant PfM18AAP, H-Glu-NHMec fluorogenic cleavage; actives 1.2% (n = 290,000); AID 1822; inhibition, % at 7.35 µM;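 active = inhibition above the campaign mean inhibition over all tested compounds plus 3 SD, cut at about 28% in these data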;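 note: 0% = plate median of test compound wells and 100% = 2 mM ZnCl2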
FID counter: fluorescent intercalator displacement, NS3 helicase counter-screen. DNA fluorescent intercalator displacement, fluorescence. inhibition, % at 7.9 µM. actives 0.17% (n = 290,000). AID 1845; in the data active = inhibition above about 37%;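 note: 0% = vehicle and 100% = reference compound; higher means more ethidium bromide displaced from hairpin DNA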
VIM-2 inhibitor: inhibitors of Pseudomonas aeruginosa VIM-2 metallo-beta-lactamase; actives 0.89% (n = 290,000); purified VIM-2, nitrocefin hydrolysis, epi-absorbance fluorescence; inhibition, % at 5.6 µM;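 active = inhibition above the mean of all tested compounds plus 3 SD, cutoff set per screening run, cut at about 7.5% in these data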;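 note: red hydrolysis product quenches plate fluorescence so inhibitors raise well fluorescence; 0% = enzyme with DMSO and 100% = DMSO without enzyme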
UBC9 SUMO inh: blocks human SUMOylation mediated by UBC9; inhibition, % at 35 µM; HTRF SUMOylation assay, SAE1/SAE2 + UBC9, in vitro; P63279; actives 0.36% (n = 290,000); in the data active = inhibition above about 50%, passing the limit was not always enough; note: strong numbers were not always called active
IDE cell inh: inhibits human insulin-degrading enzyme in HEK cells; P14735; FAbetaB cleavage, fluorescence polarization; actives 0.41% (n = 320,000); AID 434962; inhibition, % at 5.59 µM;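 active = percent inhibition above the average of all tested compounds plus 3 SD, set per screening campaign, cut at about 16% in these data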;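 note: IDE supplied by intact live HEK cells; FP after avidin binding of uncleaved biotin substrate so inhibition keeps polarization high; 0% = DMSO wells and 100% = 60 µM reference IDE inhibitor Ii1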
p-CIP stab down: p/CIP protein destabilization; Q05BA5; F442A p/CIP-EGFP cells, EGFP fluorescence, 16 h; decrease of EGFP signal, % at 10 µM; actives 0.01% (n = 290,000); AID 1984;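 active = EGFP signal decrease of at least 30% at 10 µM or well 3 SD below plate mean, unless failing retest; inactive = the rest, including hits failing retest or dose response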; note: some compounds called inactive have numbers as strong as hits; many of its hits are not listed in these tables
Target sequence (Q05BA5 1-1403): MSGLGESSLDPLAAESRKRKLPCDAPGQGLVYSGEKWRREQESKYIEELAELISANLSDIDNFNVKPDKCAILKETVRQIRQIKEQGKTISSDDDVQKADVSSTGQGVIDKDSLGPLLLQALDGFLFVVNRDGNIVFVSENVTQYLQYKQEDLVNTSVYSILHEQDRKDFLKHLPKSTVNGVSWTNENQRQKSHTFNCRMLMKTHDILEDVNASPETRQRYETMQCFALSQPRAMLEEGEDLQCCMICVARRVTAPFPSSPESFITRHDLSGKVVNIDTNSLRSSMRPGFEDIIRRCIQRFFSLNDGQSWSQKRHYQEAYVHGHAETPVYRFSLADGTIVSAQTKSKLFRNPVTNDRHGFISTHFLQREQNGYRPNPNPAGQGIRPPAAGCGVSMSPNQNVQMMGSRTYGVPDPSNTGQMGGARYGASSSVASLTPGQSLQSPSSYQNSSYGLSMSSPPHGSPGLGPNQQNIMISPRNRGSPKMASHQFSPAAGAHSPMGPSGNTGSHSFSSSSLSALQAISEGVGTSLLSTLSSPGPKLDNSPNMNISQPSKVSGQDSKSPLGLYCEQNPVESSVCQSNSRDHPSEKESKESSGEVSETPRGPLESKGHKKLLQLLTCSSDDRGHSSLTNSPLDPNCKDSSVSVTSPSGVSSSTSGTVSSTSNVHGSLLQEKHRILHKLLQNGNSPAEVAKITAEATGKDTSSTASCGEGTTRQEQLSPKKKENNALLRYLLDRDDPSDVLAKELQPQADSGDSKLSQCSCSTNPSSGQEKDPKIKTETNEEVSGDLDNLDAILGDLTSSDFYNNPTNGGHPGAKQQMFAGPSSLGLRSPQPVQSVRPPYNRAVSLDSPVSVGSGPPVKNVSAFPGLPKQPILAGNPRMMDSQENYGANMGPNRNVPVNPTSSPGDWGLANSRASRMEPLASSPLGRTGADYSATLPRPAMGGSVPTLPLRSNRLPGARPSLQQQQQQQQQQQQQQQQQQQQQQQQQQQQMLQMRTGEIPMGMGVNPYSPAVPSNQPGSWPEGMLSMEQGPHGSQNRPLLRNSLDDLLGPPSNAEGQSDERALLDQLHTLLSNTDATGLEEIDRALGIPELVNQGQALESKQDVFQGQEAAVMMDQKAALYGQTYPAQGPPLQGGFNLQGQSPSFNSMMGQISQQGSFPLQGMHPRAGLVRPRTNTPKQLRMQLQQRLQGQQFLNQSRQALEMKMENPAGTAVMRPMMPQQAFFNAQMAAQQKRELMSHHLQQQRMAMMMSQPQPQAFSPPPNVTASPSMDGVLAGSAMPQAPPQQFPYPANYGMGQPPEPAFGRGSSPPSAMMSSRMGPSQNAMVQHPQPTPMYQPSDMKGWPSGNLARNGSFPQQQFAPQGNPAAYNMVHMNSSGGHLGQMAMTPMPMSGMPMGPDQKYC
IDE cell activ: IDE (human) activation, cell-based | P14735 | HEK cells, FAbeta-B cleavage, fluorescence polarization; 0% vehicle, 100% cell-free pure enzyme wells | activation, % at 5.96 µM | actives 0.073% (n = 340,000) | AID 493087;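 active = activation above the mean of all tested compounds plus 3 SD, set per screening campaign, cut at about 17% in these data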
IMP-1 inhibitor: inhibitors of Pseudomonas aeruginosa IMP-1 metallo-beta-lactamase. purified IMP-1, nitrocefin hydrolysis, epi-absorbance fluorescence. AID 1556. actives 0.45% (n = 290,000). inhibition, % at 5.6 µM;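 active = inhibition above the mean plus 3 SD of all compounds in the same screening run, cut at about 4.5% in these data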;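 note: 0% = IMP-1 with DMSO and 100% = DMSO wells lacking enzyme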
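assay system = purified recombinant IMP-1 metallo-beta-lactamase enzyme | schedule = 15 min preincubation plus 25 min reaction at 25 °C | signal = Epi-absorbance fluorescence, 480 nm excitation, 530 nm emission | read-out basis = percent inhibition from optical density relative to buffer-blank wells | controls = IMP-1 with DMSO as 0%, enzyme-free DMSO as 100%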
* marks the source's active call; other numbers are inactive results; . = no result given.

1: O=C(Nc1ccc(N2CCOCC2)cc1)c1cccc(S(=O)(=O)N2CCCC2)c1
2: C=CCN1C(=O)c2ccccc2Sc2ccc(C(=O)N3CCN(C)CC3)cc21
3: COc1cccc(N(C(=O)c2sc(C)nc2C)C(C(=O)NCC2CCCO2)c2ccccc2)c1 (stereo unspecified)
4: CNNC(=O)C(C)NC(=O)c1ccc(Br)cc1 (stereo unspecified)
5: CCn1c(SCC(=O)Nc2nccs2)nnc1-c1ccc(S(=O)(=O)N2CCCCC2)cc1
6: Cc1ccc(CCNS(=O)(=O)c2ccc3c(c2)NC(=O)CCS3)cc1
assay / entry,1,2,3,4,5,6
NS3 helicase inh,0,-8,-7,1,0,-11
M18AAP inhibitor,-5,2,1,3,9,-3
FID counter,-13,-3,-45,-1,-32,-42
VIM-2 inhibitor,-3.6,-2.6,-1.4,-3.0,-2.1,-1.1
UBC9 SUMO inh,22,-20,-2,-7,23,-6
IDE cell inh,3,1,1,0,2,1
p-CIP stab down,-12,-1,2,-6,-14,6
IDE cell activ,-3,2,0,6,3,9
IMP-1 inhibitor,-2.4,-0.4,-3.0,-1.5,-5.4,-1.5

7: O=C(OCc1cc(Cl)ccc1OC(F)F)c1cc(S(=O)(=O)O)ccc1O
8: COc1ccccc1N(CC(O)Cn1ccnc1C)S(=O)(=O)c1ccccc1 (stereo unspecified)
9: O=C(NCC1CCCO1)NC12CC3CC(CC(C3)C1)C2 (stereo unspecified)
10: O=C1N=c2ccccc2=C1c1[nH]c(=S)[nH]c1O
11: NC(CCC(=O)O)C12CC3CC(CC(C3)C1)C2 (stereo unspecified)
12: Cc1cccc(NC(=O)CCCC(=O)OC(C)C(=O)c2ccccc2)c1 (stereo unspecified)
assay / entry,7,8,9,10,11,12
NS3 helicase inh,20,-6,-4,15,-1,22
M18AAP inhibitor,7,-7,3,-4,-6,-5
FID counter,-21,4,-4,8,1,-32
VIM-2 inhibitor,-3.8,-0.1,0.2,1.7,-2.7,0.8
UBC9 SUMO inh,17,-4,6,7,1,5
IDE cell inh,.,10,-2,2,2,4
p-CIP stab down,7,16,12,1,12,-23
IDE cell activ,.,2,4,4,5,-1
IMP-1 inhibitor,-6.5,-0.9,-1.9,-0.6,-3.7,-3.1

13: Cc1ccc(Cl)cc1NC(=O)Cn1cc(C(F)(F)F)cc(Cl)c1=O
14: COc1ccc(Nc2nc(C)nc3c2nnn3Cc2ccccc2Cl)c(OC)c1
15: CCN1CCN(C2CCCCC2NS(=O)(=O)c2ccc(Cl)cc2)CC1 (stereo unspecified)
16: CC(C)Oc1cccc(NC(=O)c2cnccc2C(F)(F)F)c1
17: Cc1c(OC(C(=O)O)c2ccccc2)ccc2c1oc(=O)c1ccccc12 (stereo unspecified)
18: Cc1ccc(NC(=O)c2ccc(-n3cccn3)c([N+](=O)[O-])c2)cc1
assay / entry,13,14,15,16,17,18
NS3 helicase inh,0,-6,-7,-8,21,3
M18AAP inhibitor,-3,-8,-7,-3,-5,10
FID counter,-1,-4,21,-5,-4,5
VIM-2 inhibitor,-2.9,-1.2,0.6,-3.2,3.1,-2.8
UBC9 SUMO inh,7,26,-8,7,23,0
IDE cell inh,3,-3,0,0,2,4
p-CIP stab down,-3,2,-9,-6,-7,-4
IDE cell activ,0,1,5,2,-4,3
IMP-1 inhibitor,-0.4,-3.8,4.1,-2.0,-2.3,-2.2

Pulled by compound from the entries so far:
11: NC(CCC(=O)O)C12CC3CC(CC(C3)C1)C2 (stereo unspecified)
6: Cc1ccc(CCNS(=O)(=O)c2ccc3c(c2)NC(=O)CCS3)cc1
18: Cc1ccc(NC(=O)c2ccc(-n3cccn3)c([N+](=O)[O-])c2)cc1
assay / entry,11,6,18
NS3 helicase inh,-1,-11,3
M18AAP inhibitor,-6,-3,10
FID counter,1,-42,5
VIM-2 inhibitor,-2.7,-1.1,-2.8
UBC9 SUMO inh,1,-6,0
IDE cell inh,2,1,4
p-CIP stab down,12,6,-4
IDE cell activ,5,9,3
IMP-1 inhibitor,-3.7,-1.5,-2.2

(list continues)
19: Cc1cc(C(=O)N2CCCC(N3CCN(c4cccc(Cl)c4)CC3)C2)n(C)n1 (stereo unspecified)
20: Cc1csc(NC(=O)C(Cc2ccccc2)n2cccc2)n1 (stereo unspecified)
21: Cc1cc(C)cc(N2CC(C)Cn3c2nc2c3c(=O)[nH]c(=O)n2C)c1 (stereo unspecified)
22: COc1cccc(C(=O)Nc2cccc(C(=O)N3CCOCC3)c2)c1
23: CC(Sc1nnnn1-c1ccc(O)cc1)c1nc2ccccc2c(=O)[nH]1 (stereo unspecified)
24: O=C(Cn1nnc(-c2ccccc2)n1)N/N=C/c1cc([N+](=O)[O-])ccc1O
assay / entry,19,20,21,22,23,24
NS3 helicase inh,-1,-1,-10,2,-20,2
M18AAP inhibitor,-3,3,8,-3,0,-3
FID counter,-42,-5,-34,-5,-9,4
VIM-2 inhibitor,0.4,-4.2,8.6*,0.0,-0.6,-2.2
UBC9 SUMO inh,-10,-8,-3,8,17,-26
IDE cell inh,.,0,0,-3,-5,5
p-CIP stab down,-4,-9,-3,-7,-3,1
IDE cell activ,4,-3,0,4,6,2
IMP-1 inhibitor,0.0,-2.0,-4.7,-2.0,-3.9,-0.8

25: COc1ccc(NC(=O)n2nc(OC(=O)c3cccs3)cc2N)cc1
26: COc1cccc(C(=O)Nc2cc(Cl)c(O)c(Cl)c2)c1
27: Cc1ccc(S(=O)(=O)N2CCCC2C(=O)Nc2ccc(O)cc2)cc1 (stereo unspecified)
28: Cc1ccc(-n2ncc(C(=O)Nc3cc(Cl)cc(Cl)c3)c2C2CCNCC2)cc1C
29: S=c1nc(C23CC4CC(CC(C4)C2)C3)nc2sccn12
30: CCOC(=O)CSc1ccc2nnc(-c3cccnc3)n2n1
assay / entry,25,26,27,28,29,30
NS3 helicase inh,1,-2,-2,-69,11,-1
M18AAP inhibitor,50*,5,-3,9,0,0
FID counter,-5,3,1,43*,-4,-2
VIM-2 inhibitor,-1.9,-1.1,0.5,0.7,-1.5,2.5
UBC9 SUMO inh,5,2,-3,-18,13,32
IDE cell inh,-6,5,3,.,2,1
p-CIP stab down,-7,1,-3,0,2,0
IDE cell activ,2,2,1,8,.,-3
IMP-1 inhibitor,-2.4,-3.1,-1.4,-3.2,-4.1,-1.8

A different layout for some results above:
29	S=c1nc(C23CC4CC(CC(C4)C2)C3)nc2sccn12
  NS3 helicase inh = 11
  M18AAP inhibitor = 0
  FID counter = -4
  VIM-2 inhibitor = -1.5
  UBC9 SUMO inh = 13
  IDE cell inh = 2
  p-CIP stab down = 2
  IDE cell activ = .
  IMP-1 inhibitor = -4.1
26	COc1cccc(C(=O)Nc2cc(Cl)c(O)c(Cl)c2)c1
  NS3 helicase inh = -2
  M18AAP inhibitor = 5
  FID counter = 3
  VIM-2 inhibitor = -1.1
  UBC9 SUMO inh = 2
  IDE cell inh = 5
  p-CIP stab down = 1
  IDE cell activ = 2
  IMP-1 inhibitor = -3.1
25	COc1ccc(NC(=O)n2nc(OC(=O)c3cccs3)cc2N)cc1
  NS3 helicase inh = 1
  M18AAP inhibitor = 50*
  FID counter = -5
  VIM-2 inhibitor = -1.9
  UBC9 SUMO inh = 5
  IDE cell inh = -6
  p-CIP stab down = -7
  IDE cell activ = 2
  IMP-1 inhibitor = -2.4
30	CCOC(=O)CSc1ccc2nnc(-c3cccnc3)n2n1
  NS3 helicase inh = -1
  M18AAP inhibitor = 0
  FID counter = -2
  VIM-2 inhibitor = 2.5
  UBC9 SUMO inh = 32
  IDE cell inh = 1
  p-CIP stab down = 0
  IDE cell activ = -3
  IMP-1 inhibitor = -1.8

The listing continues.
31: CCn1cc(C2C3=C(CC(C)(C)CC3=O)N(c3ccccc3)C3=C2C(=O)CC(C)(C)C3)c(C)n1
32: Cc1cccc(N=N/C(=C\O)C(=O)c2ccc(Br)cc2)c1
33: CC(C)(C)c1ccc(-c2noc(CCC(N)=O)n2)cc1
34: Cc1cc(NC(=O)C2CCCC2)nc2c1c(=O)oc1ccccc12
35: COc1ccc(NC(=O)/C(C#N)=C/c2c(C)nn(-c3ccc(F)cc3)c2Cl)cc1OC
36: O=C(Nc1ccccc1)Oc1cccc(Br)c1
assay / entry,31,32,33,34,35,36
NS3 helicase inh,-3,12,1,-2,1,0
M18AAP inhibitor,4,-2,3,1,-5,0
FID counter,-12,-28,-17,-6,-1,-2
VIM-2 inhibitor,0.3,-0.1,-2.1,-3.7,-1.8,-5.1
UBC9 SUMO inh,14,16,-4,12,-21,-1
IDE cell inh,12,-5,4,-5,4,-1
p-CIP stab down,-17,-8,3,-7,-11,1
IDE cell activ,-5,6,5,-1,-5,4
IMP-1 inhibitor,-4.0,-2.1,-2.6,-3.5,-3.2,-3.9

37: CCn1c(C(=O)NCc2ccccn2)cc2sccc21
38: COc1ccc(-c2nnn(CC(=O)N(CCO)C(C(=O)NC3CCCC3)c3ccncc3)n2)cc1 (stereo unspecified)
39: COc1ccc(-n2nc(C(=O)NCC(=O)Nc3cc(OC)c(OC)c(OC)c3)c3ccccc3c2=O)cc1
40: COc1ccc(CNC(=O)Cn2nc([N+](=O)[O-])c(Br)c2C)cc1OC
41: CCN(C(=S)NC(=O)CCc1ccccc1)c1ccccc1
42: O=S(=O)(c1ccc(S(=O)(=O)N2CCC(O)CC2)cc1)N1CCCC1
assay / entry,37,38,39,40,41,42
NS3 helicase inh,-4,0,-18,16,-4,-7
M18AAP inhibitor,2,0,0,-3,-7,-2
FID counter,-2,-6,-33,5,-1,-4
VIM-2 inhibitor,-3.8,-3.0,-0.6,-4.9,-1.4,-2.9
UBC9 SUMO inh,-4,2,-3,16,9,-3
IDE cell inh,0,0,5,0,1,-2
p-CIP stab down,-4,8,-1,2,-12,5
IDE cell activ,6,.,3,0,0,1
IMP-1 inhibitor,-1.7,-2.6,-3.1,-3.6,-0.9,-0.3

43: CCOC(=O)c1c(N=CN(C)C)c(C#N)c2n1CCCC2
44: CCOC(=O)c1cccc(NC(=O)CCS(=O)(=O)c2ccc(Br)s2)c1
45: CC(C(=O)O)c1n[nH]c(=O)c2ccccc12 (stereo unspecified)
46: Cc1cc(C)c(S(=O)(=O)N2CCCC2)c(C)c1
assay / entry,43,44,45,46
NS3 helicase inh,-6,3,-1,0
M18AAP inhibitor,1,-5,-1,10
FID counter,-3,-2,3,-18
VIM-2 inhibitor,-3.0,-1.9,-1.6,1.7
UBC9 SUMO inh,24,-9,-4,-4
IDE cell inh,-5,0,1,-1
p-CIP stab down,-7,-7,-6,-4
IDE cell activ,1,3,6,1
IMP-1 inhibitor,0.6,-1.1,-2.3,1.3
